PPARg SRC-1 ag: PPARgamma agonists recruiting SRC-1 coactivator, primary screen, biochemical. Peroxisome proliferator-activated receptor gamma (Homo sapiens), P37231. PPARgamma-SRC-1 coactivator recruitment biochemical assay. activation, % at 8 µM. 200,000 compounds, 0.41% hits; in the data active means activation above about 19%;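 further: 0% = DMSO and 100% = reference agonist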
Target sequence (P37231 whole entry, looked up): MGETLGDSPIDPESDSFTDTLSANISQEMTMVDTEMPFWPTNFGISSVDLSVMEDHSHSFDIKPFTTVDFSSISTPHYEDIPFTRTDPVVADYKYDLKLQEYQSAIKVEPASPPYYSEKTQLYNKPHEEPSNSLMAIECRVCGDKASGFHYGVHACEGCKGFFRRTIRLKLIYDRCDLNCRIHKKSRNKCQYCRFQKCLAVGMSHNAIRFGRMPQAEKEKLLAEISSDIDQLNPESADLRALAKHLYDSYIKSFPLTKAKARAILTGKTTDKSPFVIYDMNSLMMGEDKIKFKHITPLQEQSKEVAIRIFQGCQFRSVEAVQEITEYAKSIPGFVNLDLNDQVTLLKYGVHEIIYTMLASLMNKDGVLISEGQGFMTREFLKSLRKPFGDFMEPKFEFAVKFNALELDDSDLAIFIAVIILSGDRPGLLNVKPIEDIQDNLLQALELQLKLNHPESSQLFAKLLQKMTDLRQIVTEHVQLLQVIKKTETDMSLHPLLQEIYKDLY
PMI act hi M6P: human PMI activators, high substrate, primary screen, biochemical, fluorescence intensity, near-saturating mannose 6-phosphate | activation factor at 20 µM | coupled PMI enzyme assay, resazurin fluorescence, 20 min; hits give high values; 1 = untreated enzyme, 0 = substrate-free blank | Mannose-6-phosphate isomerase (Homo sapiens), P34949 | 190,000 compounds, 0.34% hits;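 active means activation factor of 2 or more at 20 µM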
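Material: human phosphomannose isomerase with PGI, G6PDH, diaphorase coupling enzymes; amount: PMI at 15 ng/mL final; also added: Mannose-6-phosphate 1.0 mM (near-saturating) plus 0.22 mM NADP+; incubation: enzyme reaction with compound 20 min at room temperature; signal: resorufin fluorescence (Ex 544/Em 590 nm) from resazurin via diaphorase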
S1P3 antagonist: S1P3 receptor antagonists, primary screen, cell-based; CHO S1P3 NFAT-BLA reporter, FRET fluorescence, antagonist mode; Sphingosine 1-phosphate receptor 3 (Homo sapiens), Q99500; 170,000 compounds, 0.27% hits; inhibition, % at 4.98 µM;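 active means inhibition above the plate cutoff, the mean inhibition of test wells on that plate plus 3 SD, cut at about 28% in these data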;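 further: cells challenged with S1P at its EC80 of 0.8 µM; blue over green emission ratio from cleaved BLA substrate after 4 h stimulation; 0% = S1P-stimulated wells and 100% = unstimulated DMSO-only wells; some compounds past the cut are filed as inactive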
SRC2 TRFRET art: TR-FRET signal artefacts, primary screen, artefact control for PPARgamma SRC-2 agonist project, biochemical. TR-FRET artefact counter-screen; hits give high values. TR-FRET ratio at 8 µM. 200,000 compounds, 0.4% hits; in the data active means TR-FRET ratio above about 2000; further: inactives centre near 1500
G6PDH CS: L. mesenteroides G6PDH inhibitors, counter-screen for G6PDH-coupled screening assays, biochemical, Leuconostoc mesenteroides enzyme; 200,000 compounds, 0.12% hits; AID 1020, 2008; inhibition, % at 5 µM; glucose-6-phosphate dehydrogenase [Leuconostoc mesenteroides]; Purified L. mesenteroides G6PDH, diaphorase/resazurin coupled fluorescence, 45 min; in the data active means inhibition above about 50%
PMI activator: activators of human PMI, primary screen, biochemical, fluorescence intensity, near-Km mannose 6-phosphate; purified human PMI, coupled resazurin fluorescence, 20 min; hits give high values; 1 = vehicle control, 0 substrate-free wells; activation factor at 20 µM; 190,000 compounds, 0.005% hits; AID 1214, 2008;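 active means activation factor of 2 or more at 20 µM, relative to plate controls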
Diaph inh CS: diaphorase inhibitors and chemical oxidizers, primary screen, counter-screen for diaphorase-coupled primary assays, biochemical, uHTS, resorufin fluorescence; diaphorase resazurin-to-resorufin fluorescence, NADH, 16 min; bacterial (C. kluyveri) enzyme, not human; inhibition, % at 20 µM; 190,000 compounds, 0.69% hits; AID 1217, 2008;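 active means primary screen inhibition at 20 µM above a set limit, cut at about 50% in these data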;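 further: plate controls were DMSO with full reaction for no effect and wells lacking NADH for full effect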
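material = Clostridium kluyveri diaphorase enzyme | amount = 0.14 U/mL diaphorase, enzyme working solution | schedule = incubation 16 min, room temperature | detection = fluorescence of resorufin formed from resazurin, Ex 544/Em 590 nm | benchmarks = positive control minus NADH, DMSO neutral control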
PPARg SRC2 recr: agonists of PPARg-SRC-2 recruitment, primary screen, biochemical, HTS. 200,000 compounds, 0.34% hits. activation, % at 8 µM. Peroxisome proliferator-activated receptor gamma (Homo sapiens), P37231. PPARgamma LBD-SRC-2 recruitment; in the data active means activation above about 22%;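 further: 0% = vehicle and 100% = reference agonist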
Diaphorase act: compounds boosting diaphorase resazurin reduction – biochemical, uHTS, resorufin fluorescence, counter-screen for diaphorase-coupled primary assays, primary screen; Diaphorase/resazurin coupled assay, 16 min; hits give high values; 1 = vehicle wells, 0 = NADH-free wells; activation factor at 20 µM; 190,000 compounds, 0.005% hits; AID 1229, 2008;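 active means diaphorase activity raised at least twofold by the compound at 20 µM; inactive means activation factor below 2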
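Material: Clostridium kluyveri diaphorase, purified enzyme; Quantity: enzyme 0.07 U/mL final; Medium: HEPES pH 7.4 buffer with MgCl2 and Tween 20; Dosing: single compound dose of 20 µM, 1% DMSO final; Schedule: 16 min reaction at room temperature; Measured by: red resorufin fluorescence at 544/590 nm excitation/emission.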
PPARg SRC-3 ag: PPARgamma agonists recruiting SRC-3 coactivator, primary screen, biochemical. Peroxisome proliferator-activated receptor gamma (Homo sapiens), P37231. biochemical PPARgamma/SRC-3 coactivator recruitment assay. activation, % at 8 µM. 200,000 compounds, 0.26% hits; in the data active means activation above about 23%;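 further: 0% = DMSO and 100% = reference agonist; some compounds past the cut are filed as inactive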
ROMK mod: ROMK potassium channel modulators, primary screen, cell-based, thallium flux, MLSMR library; B-score at 10 µM; ATP-sensitive inward rectifier potassium channel 1 (Homo sapiens), P48048; AID 1918, 2009; 130,000 compounds, 2% hits; Tet-inducible ROMK, thallium flux fluorescence; actives lie on both sides;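 active means signal ratio slope over the read window, or its plate-corrected B-score, at least 3 SD from the plate mean, either direction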;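 further: B-score of the F/F0 ratio slope over 7 to 12 s after thallium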
Target sequence (P48048 whole entry, looked up): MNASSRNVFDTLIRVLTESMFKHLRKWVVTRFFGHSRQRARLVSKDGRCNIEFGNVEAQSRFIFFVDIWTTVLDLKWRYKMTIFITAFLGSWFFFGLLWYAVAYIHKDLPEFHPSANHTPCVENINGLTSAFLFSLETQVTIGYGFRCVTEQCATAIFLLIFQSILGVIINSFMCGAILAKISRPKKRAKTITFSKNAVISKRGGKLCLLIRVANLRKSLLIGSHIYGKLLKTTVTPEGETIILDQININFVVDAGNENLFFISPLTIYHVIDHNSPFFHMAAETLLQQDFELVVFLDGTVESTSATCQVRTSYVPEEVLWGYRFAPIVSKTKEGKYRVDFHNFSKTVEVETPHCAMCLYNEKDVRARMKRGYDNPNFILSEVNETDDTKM
The depositor's hits bear a star; nt = no result given.

1. CN=C(Nc1cc(C)nn1CCC#N)c1ccccc1
2. COc1ccc(NC(=O)C2CCN(c3nnnn3-c3ccccc3)CC2)cc1
3. Cc1ccc(OCC(=O)Nc2ccc(N3CCOCC3)cc2)cc1
4. Cc1ccc2cc(CN(Cc3ccco3)C(=S)NCC3CCCO3)c(=O)[nH]c2c1 (stereo not given)
5. COc1cccc(OCC(O)CN2CCN(c3ccccn3)CC2)c1 (stereo not given)
6. Cc1ccc(-c2csc(SCC(=O)Nc3cc(C)on3)n2)cc1
7. COc1cccc(/C=c2\s/c(=C\C(=O)C(C)(C)C)[nH]c2=O)c1
8. O=C1c2sc3nc4ccccc4n3c2C(=O)N1c1ccccc1Cl
9. COCCCNC(=O)c1cc(C(=O)c2c(-c3c(Cl)cccc3Cl)noc2C)c[nH]1
10. CCOC(=O)Cc1ccc(NC(=O)c2ccc([N+](=O)[O-])cc2)cc1

assay / entry	1	2	3	4	5	6	7	8	9	10
PPARg SRC-1 ag	-1	0	3	4	3	-4	-2	12	-3	0
PMI act hi M6P	1	1	1	0.9	1.2	1	1.1	1.5	1	1
S1P3 antagonist	-18	nt	27	-2	-4	nt	21	-11	nt	7
SRC2 TRFRET art	1469	1571	1518	1623	1579	1435	1869	1457	1483	1363
G6PDH CS	-3	6	5	12	5	5	8	6	0	2
PMI activator	1	1	1	0.9	1.3	1	1.1	1.2	1	1
Diaph inh CS	7	11	9	20	5	6	10	10	11	5
PPARg SRC2 recr	-4	1	10	9	2	-3	7	7	5	-3
Diaphorase act	0.9	0.9	0.9	0.8	0.9	0.9	0.9	0.9	0.9	0.9
PPARg SRC-3 ag	-6	1	3	6	7	-7	-1	2	12	1
ROMK mod	nt	nt	nt	0.71	nt	nt	1	nt	nt	-1.7

11. O=C(CN1CCC(Cc2ccccc2)CC1)N1CCc2ccccc2C1
12. O=C(CSc1nnc(Cc2ccccc2)o1)c1ccccc1
13. COc1cccc(OC)c1OCCCc1c(C)n[nH]c1C
14. Cc1ccc(OCC(=O)NCc2ccccn2)cc1
15. COc1ccc(C)cc1NS(=O)(=O)c1ccc(Br)s1
16. Cc1ccc2c(c1)nnn2C1CCN(C(=O)NCc2ccccc2)CC1
17. O=C1C2C3c4ccccc4C(c4ccccc43)C2C(=O)N1c1nc(-c2ccccc2)cs1 (stereo not given)
18. Cc1cc2c(C)c(C)c(=O)[nH]c2cc1N
19. CCOC(=O)CCC(=O)NNC(=O)COc1ccc(C(C)C)cc1Br
20. CCCCOc1ccc(S(=O)(=O)n2c(C)nc3ccccc32)cc1

assay / entry	11	12	13	14	15	16	17	18	19	20
PPARg SRC-1 ag	-2	1	2	1	2	3	3	-1	6	6
PMI act hi M6P	1.1	nt	1	1	1	1.1	0.9	0.8	1	1
S1P3 antagonist	-4	-18	-4	15	nt	-11	nt	nt	6	26
SRC2 TRFRET art	1552	1560	1756	1611	1443	1449	1620	1772	1716	1410
G6PDH CS	-1	9	6	0	1	11	6	15	9	-1
PMI activator	1.1	nt	1	1	0.9	1.1	1	0.8	1	1
Diaph inh CS	14	nt	14	19	16	-17	12	29	7	11
PPARg SRC2 recr	6	-2	10	3	4	-3	3	19	6	1
Diaphorase act	0.9	nt	0.9	0.8	0.8	1.2	0.9	0.7	0.9	0.9
PPARg SRC-3 ag	0	5	17	-2	-2	1	10	6	-3	8
ROMK mod	-0.81	-0.99	nt	nt	-0.3	-0.045	1.1	0.58	0.81	nt

21. CC(Sc1ccccc1)C(=O)NN=C1CCCC1 (stereo not given)
22. COCCn1c(SCC(=O)Nc2cccc(OC)c2)nc2c(oc3ccccc32)c1=O
23. CC(C)N1C(=O)CCC1C(=O)NCCc1ccc(Cl)cc1 (stereo not given)
24. CCCCCNC(=O)c1cc(S(=O)(=O)N2CCCC2)ccc1F
25. CC(=O)n1cc([C@H]2C=C(C(=O)N3CCN(Cc4ccc5c(c4)OCO5)CC3)O[C@@H](OCCCCO)C2)c2ccccc21
26. Cc1cc(C)cc(NC(=S)N(Cc2ccc(Cl)cc2)Cc2ccc(C(=O)O)cc2)c1
27. CC1CNCCN1S(=O)(=O)c1cccc2cnccc12 (stereo not given)
28. O=C(O)c1cc2cccc(S(=O)(=O)N3CCOCC3)c2cc1O
29. CC(=O)Nc1cc(N2C(=O)CCC2=O)ccc1Cl
30. Cc1ccc(-c2noc(CCC(=O)NCCN3CCOCC3)n2)cc1

assay / entry	21	22	23	24	25	26	27	28	29	30
PPARg SRC-1 ag	-3	4	5	0	0	3	6	2	2	3
PMI act hi M6P	1	1.1	0.9	1	1	0.9	1.4	0.8	1	0.9
S1P3 antagonist	-6	6	-9	5	3	-10	-10	nt	-9	-7
SRC2 TRFRET art	1403	1668	1634	1482	1483	1434	1646	1453	1602	1459
G6PDH CS	5	1	19	-4	18	7	5	6	-2	6
PMI activator	1	1.1	1	1	0.8	0.9	1.3	0.8	1	1
Diaph inh CS	5	6	6	11	56*	19	16	25	2	16
PPARg SRC2 recr	-6	13	4	7	-4	-5	-1	2	-4	3
Diaphorase act	0.9	0.9	0.9	0.9	0.4	0.8	0.8	0.8	1	0.8
PPARg SRC-3 ag	2	4	4	-3	4	-5	1	2	4	8
ROMK mod	0.02	nt	-1.1	-0.47	nt	-0.69	nt	-0.038	0.59	nt

Single records, from the list above.
Listed for Cc1cc(C)cc(NC(=S)N(Cc2ccc(Cl)cc2)Cc2ccc(C(=O)O)cc2)c1 = PPARg SRC-1 ag: 3; PMI act hi M6P: 0.9; S1P3 antagonist: -10; SRC2 TRFRET art: 1434; G6PDH CS: 7; PMI activator: 0.9; Diaph inh CS: 19; PPARg SRC2 recr: -5; Diaphorase act: 0.8; PPARg SRC-3 ag: -5; ROMK mod: -0.69
Listed for CC(=O)Nc1cc(N2C(=O)CCC2=O)ccc1Cl = PPARg SRC-1 ag: 2; PMI act hi M6P: 1; S1P3 antagonist: -9; SRC2 TRFRET art: 1602; G6PDH CS: -2; PMI activator: 1; Diaph inh CS: 2; PPARg SRC2 recr: -4; Diaphorase act: 1; PPARg SRC-3 ag: 4; ROMK mod: 0.59

(further entries)
31. CCOC(=O)c1ccc(Oc2nc(NC)nc(SC)n2)cc1
32. COc1ccc2nc(NC(=O)CSc3nc4ccccc4o3)sc2c1
33. COC(=O)c1sc(NC(=S)NC(=O)c2ccccc2F)nc1C
34. O=C(NNc1c2ccccc2nc2ccccc12)c1ccccc1O
35. N#C/C(=C\c1ccc(N2CCOCC2)o1)C(=O)Nc1ccc(O)cc1
36. CCSc1nc2c(c(=O)[nH]c(=O)n2C)n1CC(O)COc1ccccc1C (stereo not given)
37. O=C(NC(=S)N1CCc2ccccc21)c1ccco1
38. COC(=O)CN(c1ccc(OC)c(OC)c1)S(C)(=O)=O
39. CCCOc1ccc(N2C(=O)CC(N3CCN(CCN=CC4=C(O)CC(C)(C)CC4=O)CC3)C2=O)cc1 (stereo not given)
40. COc1ccc2sc(/C=C/c3ccccc3O)[n+](C)c2c1

assay / entry	31	32	33	34	35	36	37	38	39	40
PPARg SRC-1 ag	9	4	13	3	15	-4	7	-1	1	8
PMI act hi M6P	1	1.1	1.4	1.2	0.8	1.2	nt	1	0.9	0.9
S1P3 antagonist	9	10	-7	16	-8	-2	4	-21	-6	-5
SRC2 TRFRET art	1651	1567	2016*	1830	1683	1525	1834	1458	1490	1567
G6PDH CS	-1	4	1	10	16	6	-2	-6	16	6
PMI activator	1	1	1.3	1.2	0.8	1.2	nt	1	0.9	1
Diaph inh CS	2	0	-4	4	25	-28	nt	8	8	-2
PPARg SRC2 recr	0	5	12	10	4	-1	10	1	1	8
Diaphorase act	1	1	1	1	0.7	1.3	nt	0.9	0.9	1
PPARg SRC-3 ag	2	-4	14	6	6	3	-1	5	2	11
ROMK mod	0.0033	nt	1.2	0.22	nt	-0.62	1.3	0.0056	-0.063	nt

41. CN1CCCN(Cc2ccccc2C(F)(F)F)CC1
42. COc1ccc2c(c1)CCc1c-2n[nH]c1C(=O)O
43. Cc1ccc(C(=O)N/C(=C\c2cccs2)c2nc3ccccc3[nH]2)cc1
44. Cc1snc(S(=O)(=O)Cc2ccccc2Cl)c1C#N
45. Cn1cccc1Cc1nnc(SCC(=O)N2CCOCC2)n1-c1ccc(F)cc1
46. Cc1nc(-c2ccccc2)sc1C(N)=O
47. CCOC(=O)c1sc2nc(-c3cccnc3)ccc2c1N
48. CSc1nsc(SC)c1NC(=O)Nc1ccccc1C
49. CN(C(=O)c1ccccc1NC(=O)C(F)(F)F)c1ccccc1
50. O=C(NCC1COc2ccccc2O1)Nc1ccccc1F (stereo not given)
51. COc1ccccc1Nc1nc2ccc(C)cc2cc1C#N

assay / entry	41	42	43	44	45	46	47	48	49	50	51
PPARg SRC-1 ag	0	-7	6	-2	1	4	8	3	3	0	9
PMI act hi M6P	1	0.9	0.4	1	0.9	0.9	1	0.8	1.1	1	1.1
S1P3 antagonist	-33	-20	-9	nt	-5	-20	5	-3	nt	-17	nt
SRC2 TRFRET art	1605	1467	1548	1540	1563	1471	1401	1578	1666	1464	1523
G6PDH CS	-21	2	3	9	6	-3	8	9	0	12	8
PMI activator	1	0.9	0.7	1.1	0.9	1	0.9	1.1	1	1.2	1.2
Diaph inh CS	22	8	21	-3	8	13	14	47	9	20	4
PPARg SRC2 recr	3	-3	0	-1	3	0	-5	3	0	14	-6
Diaphorase act	0.8	0.9	0.8	1	0.9	0.9	0.9	0.5	0.9	0.8	1
PPARg SRC-3 ag	0	-2	2	10	4	1	2	2	-1	-4	-5
ROMK mod	-0.36	-0.52	nt	nt	nt	nt	-0.013	-0.19	nt	nt	nt

Assay outcomes: PubChem, several laboratories
